H9c2 TAG inh – triacylglycerol accumulation inhibition; actives 0.66% (n = 230,000); inhibition, % at 12.5 µM; H9c2 cells, Nile Red lipid (TAG) fluorescence; cells loaded with 200 µM oleic acid;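 active = pattern-corrected inhibition of lipid staining of at least 50% with the nuclear-stain viability signal not falling by more than 50%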;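 also: 0% = DMSO wells and 100% = triacsin C control wells; some results filed as inactive read as strong as hits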
H9c2 TAG inh DAPI viability – second read-out of H9c2 TAG inh, no call of its own (marks repeat the call); DAPI nuclei signal change (viability), lower = more cytotoxic, %;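 whole-well DAPI fluorescence read on a plate reader as a viability signal; minus 50 percent equals half of cells still viable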
Active calls of the source: *.

The opening two compounds (preview)
Structure | H9c2 TAG inh | H9c2 TAG inh DAPI viability
Cc1ccc(O)c(Sc2cc(C)ccc2O)c1 | -14 | 0
CNC(=O)C(=O)NCC1OCCCN1S(=O)(=O)c1cccs1 (stereo not drawn) | 4 | 15

All compounds of this part, from the first entry:
Structure | H9c2 TAG inh | H9c2 TAG inh DAPI viability
Cc1ccc(O)c(Sc2cc(C)ccc2O)c1 | -14 | 0
CNC(=O)C(=O)NCC1OCCCN1S(=O)(=O)c1cccs1 (stereo not drawn) | 4 | 15
Cc1ccc(-n2c(SCC(=O)N3CC(=O)Nc4ccccc43)nc3ccccc3c2=O)cc1 | -26 | -7
O=C(NCc1ccco1)/C(=C\C=C\c1ccccc1)NC(=O)c1ccco1 | -1 | 0
Cc1ccc(/C(O)=C2\C(=O)C(=O)N(CC(C)O)C2c2cccc(F)c2)cc1 (stereo not drawn) | -8 | 0
N#Cc1c(C(F)(F)F)cc(-c2ccco2)nc1SCc1ccncc1 | -14 | 8
COc1ccc(CCNC(=O)c2ccc(Cl)cc2Cl)cc1OC | 7 | 0
OCCN(CC(O)Cn1ccc2ccccc21)CC(O)Cn1ccc2ccccc21 (stereo not drawn) | -1 | -7
CC1(C)CC(=O)C2=C(C1)c1c(ccc3ccccc13)NC2c1ccc(Br)o1 (stereo not drawn) | -6 | 13
COc1ccc(-c2nc(CS(=O)CC(=O)NCCCN3CCCC3)c(C)o2)cc1OC (stereo not drawn) | 6 | 4

4 entries from above, field by field:
COc1ccc(CCNC(=O)c2ccc(Cl)cc2Cl)cc1OC
- H9c2 TAG inh: 7
- H9c2 TAG inh DAPI viability: 0

OCCN(CC(O)Cn1ccc2ccccc21)CC(O)Cn1ccc2ccccc21 (stereo not drawn)
- H9c2 TAG inh: -1
- H9c2 TAG inh DAPI viability: -7

CC1(C)CC(=O)C2=C(C1)c1c(ccc3ccccc13)NC2c1ccc(Br)o1 (stereo not drawn)
- H9c2 TAG inh: -6
- H9c2 TAG inh DAPI viability: 13

COc1ccc(-c2nc(CS(=O)CC(=O)NCCCN3CCCC3)c(C)o2)cc1OC (stereo not drawn)
- H9c2 TAG inh: 6
- H9c2 TAG inh DAPI viability: 4

(continued)
Structure | H9c2 TAG inh | H9c2 TAG inh DAPI viability
CCc1ccc(OCC(=O)N/N=C(\C)c2ccc(O)cc2O)cc1 | 5 | -10
CCn1cc(C(=O)NCCCOC)c(=O)c2cc(S(=O)(=O)N(C)C3CCCCC3)ccc21 | 10 | -16
COCCNC(=O)COC(=O)c1[nH]c(C)c(C(C)=O)c1C | 1 | 8
O=C(COc1ccccc1)NCC(=O)N/N=C/c1cc(Br)ccc1OCc1ccccc1 | 2 | -6
COc1ccc(C(=O)CSc2ncn[nH]2)cc1OC | 11 | 9
CC1CCC2(CC1)NC(=O)N(CC(=O)N1CCN(c3ccccc3)CC1)C2=O (stereo not drawn) | 11 | -7
c1cncc(CNc2ncnc3ccc(-c4ccc5c(c4)OCCO5)cc23)c1 | 8 | -5
COc1ccc(C(CNC(=O)c2ccc(OCc3c(C)noc3C)cc2)N2CCCC2)cc1 (stereo not drawn) | 18 | 8
O=C(OCCN1C(=O)c2ccccc2C1=O)c1cccc(OC(F)F)c1 | -19 | 1
O=C(NC(=S)NCc1ccccc1Cl)c1cccs1 | -10 | 8

(cont.)
Structure | H9c2 TAG inh | H9c2 TAG inh DAPI viability
CC(C)OC(=O)CC(=O)CSc1nc2c(cc1C#N)CCCCCC2 | 3 | 2
Cc1ccc(S(=O)(=O)N2CCOCC2)cc1NC(=O)Cn1nnc(-c2ccccc2)n1 | 29 | -17
O=C(O)c1ccc(NC2=C(N3CCOCC3)C(=O)c3ccccc3C2=O)cc1 | 4 | 10
Cc1cccc(C(CC(=O)N2CCCC2)c2ccccc2)c1O (stereo not drawn) | -6 | -1
CCCN(CC(=O)Nc1ccccc1OC)C(=O)CCC(=O)c1ccc(OCC)cc1 | -11 | 3
Cc1ccc(C(=O)Nc2cnc3ccccc3c2)cc1 | -12 | -2
CCOC(=O)C1(C)CCCN(C(=O)c2ccccc2OC(F)(F)F)C1 (stereo not drawn) | 9 | -2
CC(=O)Nc1cccc(NC(=O)CSc2ccc(-c3ccco3)nn2)c1 | -6 | 0
c1ccc(Cc2c[nH]c3ccccc23)cc1 | 10 | -3
Cc1ccc(S(=O)(=O)N2CCCOC2CNC(=O)C(=O)NCc2ccccn2)cc1 (stereo not drawn) | 11 | 0

(list continues)
Structure | H9c2 TAG inh | H9c2 TAG inh DAPI viability
Cc1ccc(SCC(=O)OCC(=O)NCc2ccco2)cc1 | -6 | -7
Cn1ncc2c(=O)[nH]c(N)nc21 | 10 | -4
COc1cccc(N2CCN(c3c(C#N)c(C(F)(F)F)nn3C)CC2)c1 | 1 | -7
CCOC(=O)c1c(NC(=O)CN(C)C2CCN(C)CC2)sc(C(=O)Nc2ccccc2)c1C | 21 | 3
CCOCCCNC(=O)C(c1ccc(OC)cc1)N(Cc1ccc2c(c1)OCO2)C(=O)CNC(C)=O (stereo not drawn) | -12 | 8
NCCNc1ccc([N+](=O)[O-])c(NC2CC2)c1 | -15 | 13
Cc1cccc(OCc2ccccc2)n1 | 7 | -4
O=C(COC(=O)CNC(=O)c1ccc(-c2ccccc2)cc1)NCc1ccco1 | 11 | -2
CC(C)c1cccc(OCCCCN(C)C)c1 | -8 | 8
Cc1ccc2oc(=O)c3cnn(CC(=O)N4CCCCC4C)c3c2c1 (stereo not drawn) | -5 | -7

(next part)
Structure | H9c2 TAG inh | H9c2 TAG inh DAPI viability
COc1ccccc1C(CNC(=O)c1cccc(NS(=O)(=O)c2ccc(C)c(F)c2)c1)N1CCCC1 (stereo not drawn) | 14 | -3
CCN(CCCCCCN)c1ccc2c(=O)[nH][nH]c(=O)c2c1 | -9 | 15
CC1(Cc2cc(Cl)ccc2C(F)(F)F)C(=O)Nc2cc(C(F)(F)F)ccc21 (stereo not drawn) | 3 | 4
CCOC(=O)N1CCN(C(=O)CSc2nc3c(cnn3-c3ccc(C)cc3)c(=O)[nH]2)CC1 | -16 | 0
Cc1ccc(C2C3=C(CC(C)(C)CC3=O)Nc3onc(C)c32)cc1 (stereo not drawn) | 8 | -4
CCc1ccc(Nc2cc(C(=O)NCCCN3CCOCC3)c3ccccc3n2)cc1 | -17 | 10
COc1cccc(CN2CCN(Cc3nc(C(C)C)cs3)CC2CCO)c1 (stereo not drawn) | -7 | 6
CC(CCc1ccccc1)N(C)CC(O)c1cccc([N+](=O)[O-])c1 (stereo not drawn) | -2 | 5
CSc1nc(-c2ccco2)nn1C(=O)c1cccs1 | -12 | -2
CCCc1nc2ccc(NC(=O)c3cccs3)cc2c(=O)n1Cc1ccccc1Cl | 4 | 6

More compounds:
Order of results: H9c2 TAG inh, H9c2 TAG inh DAPI viability
COc1ccc(F)cc1-c1cc(C(=O)N2CCc3ccccc3C2)[nH]n1
    4, -12
CC(C)(C)c1ccccc1OCC(O)CN1CCN(c2ccccn2)CC1 (stereo not drawn)
    -11, 4
COc1nnc(-c2ccc(N3CCOCC3)c(NC(=O)c3ccco3)c2)c2ccccc12
    0, -5
CC(C)CNc1nc(S(=O)(=O)c2ccccc2)c(Cl)s1
    -31, -2
CCn1c(SCc2nc3ccccc3c(=O)[nH]2)nnc1C(C)NC(=O)c1ccccc1F (stereo not drawn)
    -13, 5
O=C(NC(Cc1ccc(F)cc1)C(=O)O)c1ccccc1 (stereo not drawn)
    12, 2
O=C(Nc1ccncc1)Nc1ccccn1
    1, -4
CN(CC(=O)Nc1ccccc1Cl)C(=O)CSc1nncn1C
    0, 11
COc1cc(-c2cc(NC(C)=O)c3ncc(-c4ccc(C(C)=O)cc4)n3c2)cc(OC)c1OC
    -7, 6
CC1CCCN(C(=O)c2ccc3c(c2)C(=O)N(CCC2=CCCCC2)C3=O)C1 (stereo not drawn)
    -2, 0
COc1ccc(/C=N/NC(=O)CCn2cnc(-c3ccccc3)c2-c2ccccc2)cc1
    40, -17
COC(=O)c1ccc2c(=O)[nH]c(COC(=O)c3c(-c4ccccc4)noc3C)nc2c1
    5, -1
Cc1nnc(NC(=O)c2cc3n(n2)C(C(F)(F)F)CC(C2CC2)N3)s1 (stereo not drawn)
    -19, 4
O=C(COC(=O)/C=C/c1ccccc1)NCCC1=CCCCC1
    -5, 5
CC1=C(C(=O)Nc2ccc(F)cc2)C(c2ccncc2)C2=C(CCCC2=O)N1 (stereo not drawn)
    -10, 6

(next part)
Order of results: H9c2 TAG inh, H9c2 TAG inh DAPI viability
CCCC(C)C(=O)Nc1nc(C)c(-c2csc(Nc3cc(OC)ccc3OC)n2)s1 (stereo not drawn)
    41, -3
O=C1c2cccc3cccc(c23)C(=O)N1CCc1ccccc1
    -27, -3
O=C(NCCc1ccccc1)c1cccc(S(=O)(=O)N2CCCCC2)c1
    3, 4
COc1ccc(-c2noc(CCC(=O)N3CCN(c4ccccc4Cl)CC3)n2)cc1
    -11, 8
CCOC(=O)CN(C(=O)CSc1nnc(CNc2ccc(C)cc2C)n1CC)c1ccccc1
    -2, 1
O=C(O)C1CCCN1c1ncccc1[N+](=O)[O-] (stereo not drawn)
    -4, 9
COc1ccccc1N1CCN(C(=O)CN2C(=O)c3ccccc3C2=O)CC1
    -31, 0
CC1CCN(S(=O)(=O)c2ccc3c(c2)n(C)c(=O)n3C)CC1
    16, -7
COC(=O)C1=C(C)NC(=O)/C1=C\c1cc(C)n(-c2cccc(C)c2)c1C
    12, -6
CCN(CC)S(=O)(=O)c1ccc(N2CCOCC2)c(NC(=O)COc2ccccc2C)c1
    0, -2
CCN([C@H](CO)CC(C)C)S(=O)(=O)c1ccccc1
    -2, -5
N#CC(C#N)=Cc1ccc(OCC(=O)N2CCOCC2)cc1
    -3, 3
CCS(=O)(=O)c1ccc(O)c(NC(=O)COc2ccc(OC)cc2)c1
    -4, 9
COc1ccc(NC(=O)N2CCN(S(C)(=O)=O)CC2)c(OC)c1
    -2, 2
O=C(NCC(=O)N1CCCCCC1)c1ccc(Br)cc1
    -6, 8

New compounds follow:
Order of results: H9c2 TAG inh, H9c2 TAG inh DAPI viability
CC1CC1C(=O)OCC(=O)c1c(N)n(C)c(=O)n(C)c1=O (stereo not drawn)
    -6, -2
O=C(NNC(=S)Nc1ccc(Cl)cc1Cl)c1cccnc1
    10, -7
O=C(CNC(=O)c1cccs1)N/N=C/c1cccc(Br)c1
    -6, 0
O=C(Nc1cccc(S(=O)(=O)NC2=NCCC2)c1)c1ccc(OC(F)F)cc1
    -6, -1
Cc1nc(C)c(C(=O)NNC(=O)Nc2ccc(Cl)cc2)s1
    -4, 9
Nn1c(Cc2ccccc2F)nnc1SCn1nnc2ccccc2c1=O
    -5, -10
COc1ccc(CNC(=O)C(=O)NCCCn2ccnc2)cc1
    6, -4
O=[N+]([O-])c1cccnc1N1CCC(c2cc(-c3ccc(Cl)cc3)n[nH]2)CC1
    -3, 6
O=C(CCN1C(=O)c2cccc3cccc(c23)C1=O)Nc1ccon1
    13, 23
O=C(Nc1ccc(S(=O)(=O)N2CCOCC2)cc1)c1cc([N+](=O)[O-])ccc1Cl
    5, -2
Cc1ccc(CNC(=O)c2cccc3c2C(=O)c2ccc(N4CCC(C)CC4)cc2S3(=O)=O)cc1
    -6, 10
CN(C)/C=C(\C#N)S(=O)(=O)c1ccccc1
    -17, 8
Cc1onc(-c2c(Cl)cccc2Cl)c1C(=O)N=S(C)(=O)c1ccccc1 (stereo not drawn)
    -9, 5
c1ccc(CC2CCN(c3nc4ccccc4n4cnnc34)CC2)cc1
    -3, 12
O=C1CC[C@@H](C(=O)N2CSC[C@@H]2C(=O)Nc2ccc(C(F)(F)F)cc2)N1
    151, -129

Remaining list, next part:
Order of results: H9c2 TAG inh, H9c2 TAG inh DAPI viability
CCOC(=O)c1ccc(NC(=O)CSc2nnc(C)n2-c2ccccc2)cc1
    33, -5
Nc1nnn(CC(=O)N/N=C/c2ccco2)n1
    9, 0
CCc1nn(C)c(N)c1C
    -11, -1
COC(=O)C1=C(C)NC(C)=C(C(=O)OC)C1c1cc2ccc(C)cc2[nH]c1=O
    -50, 16
S=c1[nH]nc(-c2ccccc2Cl)n1CC1CCCO1 (stereo not drawn)
    5, 8
CCOc1ccc(NC(=O)CCN2CCN(c3ccccc3)CC2)cc1
    2, -4
NC(=O)CC(NC(=O)c1ccc(Br)cc1)c1ccc(N2CCN(c3ccccn3)CC2)c([N+](=O)[O-])c1 (stereo not drawn)
    -1, 6
C=CCC[C@H](Cc1ccc(F)cc1)C(=O)OC[C@H](Cc1c[nH]c2ccccc12)NC(=O)[C@@H](CC=C)CC(=O)NCCO
    1, -13
CCN(C[C@H]1N[C@@](CC)(C(=O)OC)[C@H]2C(=O)N(Cc3ccccc3)C(=O)[C@@H]12)C(=O)Nc1ccc(OC)cc1
    6, 0
O=C(c1ccc2c(c1)OCO2)N(CC1CCCO1)C1(C(=O)NC2CCCCC2)CCCCC1 (stereo not drawn)
    22, -10
CCN(CC(=O)Nc1ccccc1OC)C(=O)CSCC(=O)Nc1cccc(C)c1
    0, -2
CCc1ccccc1NC(=O)CNC(=O)c1cccc(S(=O)(=O)N2CCN(Cc3ccccc3)CC2)c1
    -15, 2
Cc1ccsc1C(=O)N(c1nc2ccccc2s1)c1c(C)cccc1C
    2, -7
Cc1ccc(C)c(OCCC(=O)NNC(=O)c2ccncc2)c1
    -11, 1
Cc1ccc(S(=O)(=O)Cc2ccc(C(=O)N3CCN(c4ccccn4)CC3)o2)cc1
    -2, -5

(cont.)
Order of results: H9c2 TAG inh, H9c2 TAG inh DAPI viability
COc1ccc(NC(=O)C2(C)CCCN2C(=O)C(C)C)cc1OC (stereo not drawn)
    0, 2
O=Nc1c2nc3ccccc3n(O)c-2c2ccccc12
    12, -12
Cc1ccc(OCCn2c(C3CC(=O)N(Cc4ccccc4)C3)nc3ccccc32)cc1 (stereo not drawn)
    -12, 5
CC(NS(=O)(=O)c1ccc2ccccc2c1)c1ccccn1 (stereo not drawn)
    -12, 4
O=C(Nc1nc(-c2cccc3ccccc23)cs1)c1ccc2c(c1)S(=O)(=O)c1ccccc1C2=O
    14, 2
COc1cccc(NC(=O)Cn2c(=O)n(CCC(=O)NCc3ccco3)c(=O)c3ccccc32)c1
    -5, 7
O=S(=O)(NC1CCCCCC1)c1ccc(Br)s1
    -22, -2

High-throughput results as filed in PubChem.

These rows are one share of the data; rates above refer to the full screens.
